PREPL inh: inhibits the human prolyl oligopeptidase-like enzyme. recombinant PREPL, fluorescence polarization activity-based probe. inhibition, % at 5.96 µM. actives 0.68% (n = 320,000); in the data active = inhibition above about 43%;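 also: 0% = enzyme with DMSO and 100% = wells lacking enzyme; many of its hits are not listed in these tables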
Target sequence (Q4J6C6 whole entry, looked up): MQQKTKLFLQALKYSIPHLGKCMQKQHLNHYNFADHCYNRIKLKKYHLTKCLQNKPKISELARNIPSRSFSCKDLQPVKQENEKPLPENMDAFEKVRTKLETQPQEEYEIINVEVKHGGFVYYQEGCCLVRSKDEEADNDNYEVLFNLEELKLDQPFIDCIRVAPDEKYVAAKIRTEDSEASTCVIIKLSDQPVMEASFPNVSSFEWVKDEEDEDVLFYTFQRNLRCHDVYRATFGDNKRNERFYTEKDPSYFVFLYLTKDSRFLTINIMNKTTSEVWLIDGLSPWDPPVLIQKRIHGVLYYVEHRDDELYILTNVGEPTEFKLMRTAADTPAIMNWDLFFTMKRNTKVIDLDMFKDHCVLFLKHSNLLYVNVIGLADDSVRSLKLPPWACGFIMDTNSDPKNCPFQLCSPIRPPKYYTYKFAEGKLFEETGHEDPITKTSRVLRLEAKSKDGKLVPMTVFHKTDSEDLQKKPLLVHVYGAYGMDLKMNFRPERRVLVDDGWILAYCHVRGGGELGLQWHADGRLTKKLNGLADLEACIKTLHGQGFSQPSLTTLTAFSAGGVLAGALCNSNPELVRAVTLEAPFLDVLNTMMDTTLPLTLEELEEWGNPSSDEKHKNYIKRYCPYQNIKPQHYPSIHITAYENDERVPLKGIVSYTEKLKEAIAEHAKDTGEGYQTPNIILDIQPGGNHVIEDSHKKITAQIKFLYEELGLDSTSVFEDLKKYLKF
ZTA counter: counter-screen for EBNA-1 inhibitors: inhibitors of Epstein-Barr virus ZTA; P03206; ZTA-DNA binding, fluorescence polarization; inhibition, % at 11 µM; actives 0.15% (n = 320,000); AID 2234; in the data active = inhibition above about 33%
PP5 inh: PP5 (human) phosphatase inhibition; P53041; purified PP5c, OMFP substrate fluorescence; AID 1987; inhibition, % at 6.7 µM; actives 0.18% (n = 320,000);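 active = inhibition above the campaign's mean inhibition across all tested compounds plus 3 SD, cut at about 9.5% in these data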;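 also: 0% = DMSO only and 100% = 100 µM cantharidin control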
PP1 counter: blocks human PP1-alpha phosphatase, a PP5 counter-screen | actives 0.9% (n = 320,000) | AID 2235 | P62136 | inhibition, % at 6.7 µM | purified PP1alpha, OMFP fluorescence;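 active = inhibition above the mean inhibition of all tested compounds plus 3 SD, computed separately for each screening campaign, cut at about 15% in these data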
Efflux pump mplx: antifungal efflux pump inhibition, Nile Red retention. S. cerevisiae Candida pump triplex. inhibition, % at 10 µM. actives 0.44% (n = 330,000). AID 485275;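 active = plate passing quality check with inhibition over a set limit, or well fluorescence over plate mean plus 4 SD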;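 also: Nile Red retained in pooled yeast measured as flow cytometry median fluorescence; 0% = buffer negative control and 100% = Enniatin B positive control; higher means more Nile Red kept so more efflux inhibition; some compounds called inactive have numbers as strong as hits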
EBNA-1 inh: blocks EBNA-1 binding to DNA; EBNA-1 DNA binding, fluorescence polarization; inhibition, % at 14.8 µM; actives 0.34% (n = 300,000); AID 1950; in the data active = inhibition above about 28%
CTSL1 counter: counter-screen for PFM18AAP inhibitors: inhibitors of F. hepatica cathepsin L1. recombinant F. hepatica cathepsin L1, Z-Leu-Arg-MCA fluorescence. inhibition, % at 5.96 µM. actives 0.49% (n = 300,000);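 active = inhibition above the mean of all tested compounds plus 3 SD, set per screening campaign, cut at about 17% in these data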;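 also: 0% = plate median of test compound wells and 100% = 1 µM Z-Phe-Ala-diazomethylketone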
TPT1 inhibitor: C. albicans TPT1 enzyme inhibition. recombinant caTPT1, FP RNA substrate dephosphorylation. inhibition, % at 5 µM. actives 0.81% (n = 300,000). AID 1962;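 active = inhibition above the mean of all tested compounds plus 3 SD, set per screening campaign, cut at about 24% in these data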;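 also: plate controls were DMSO alone for no effect and ferristatin control at 100 nM for full effect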
HCV core dimer: HCV core protein dimerization inhibition | TR-FRET GST/Flag-core106 dimerization, 1536-well | inhibition, % at 5 µM | actives 0.33% (n = 300,000) | AID 1899;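 active = inhibition above the mean of all tested compounds plus 3 SD, set per screening campaign, cut at about 45% in these data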
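System: GST-tagged and Flag-tagged HCV core protein residues 1-106 / Input: core106 proteins, GST 13.5 nM and Flag 17 nM / Buffer or medium: KF-containing HEPES buffer, pH 7.45, DTT, CHAPS, BSA / Probe or stimulus: Eu-anti-GST and XL665-anti-Flag labelled anti-tag antibodies / Schedule: 4 h, 22.5 °C incubation / Technique: TR-FRET 671 and 617 nm emission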
Starred values were filed as active, the others as inactive. These rows are one share of the data, so the mix of outcomes need not match the whole.

Compound | CTSL1 counter | TPT1 inhibitor | ZTA counter | PP5 inh | PP1 counter | PREPL inh | Efflux pump mplx | EBNA-1 inh | HCV core dimer
CC(=O)Nc1ccc(S(=O)(=O)NCC(=O)OCC(=O)N2CCCc3ccccc32)cc1 | -11.3 | 1.3 | -11.7 | 1.8 | -5.5 | 5.9 | 0.2 | -13.1 | -3.3
COc1ccccc1/C=N/n1c(N)c(S(=O)(=O)c2cccs2)c2nc3ccccc3nc21 | -0.1 | 1.0 | 1.9 | 4.0 | -3.0 | 2.4 | 0.1 | 26.7 | 16.6
Cc1ccc(CNC(=O)CC2Sc3ccccc3NC2=O)cc1 (centres undefined) | -2.9 | 1.4 | -16.0 | 3.1 | -5.0 | -15.4 | 0.1 | -4.3 | -6.8
Cn1c(=O)c2cc(S(=O)(=O)NCCC(=O)Nc3ccccc3F)ccc2n(C)c1=O | 1.5 | -1.4 | 0.4 | 0.2 | 0.6 | 0.1 | 0.1 | 3.0 | -3.6
COc1ccc(NC(=O)CSc2nc(NS(=O)(=O)c3ccccc3)cc(=O)[nH]2)cc1 | -0.5 | -0.6 | 5.5 | -3.6 | -0.8 | -6.4 | 0.1 | -5.4 | -2.6
Cc1occc1C(=O)Nc1nnc(C(F)(F)F)s1 | -4.0 | 1.6 | 0.9 | 2.2 | -2.9 | 13.6 | 0.2 | -5.8 | -0.9
CC(NS(=O)(=O)c1ccc2c(c1)oc(=O)n2C)c1ccccc1 (centres undefined) | 0.2 | 23.5 | 19.7 | -1.2 | -0.9 | -1.3 | -2.8 | 15.4 | 7.5
Cc1ccc(CNC(=O)COC(=O)c2ccc(Br)cc2)cc1 | -5.5 | 0.3 | -2.6 | 0.8 | -4.2 | -18.7 | 0.1 | 8.0 | 4.5
C=CCn1c(-c2sc3nc(C)cc(C)c3c2N)n[nH]c1=S | 2.1 | -2.1 | -4.6 | -1.3 | -3.6 | 10.0 | 0.0 | -2.5 | -16.4
O=C(Nc1ccc2c(c1)CCC2)c1cccc(S(=O)(=O)N2CCN(c3ccccc3)CC2)c1 | 2.9 | 1.6 | 11.3 | 1.6 | 8.6 | 1.9 | 0.0 | -2.5 | -5.9
O=C(c1cccs1)N1CCC(Cc2ccccc2)CC1 | 4.0 | -3.5 | -17.6 | -6.9 | -0.3 | 17.0 | 0.2 | 0.4 | -3.5
CN1CCN(c2ccc(S(=O)(=O)N3CCCCC3)cc2NC(=O)COc2ccc(F)cc2)CC1 | -1.5 | -2.1 | -2.0 | -0.3 | 1.0 | 9.9 | 0.0 | -1.2 | -4.1
COc1ccc(C)cc1NC(=O)C(=O)N/N=C(\C)CC(=O)Nc1cccnc1 | -0.6 | 0.0 | 9.0 | 1.3 | 2.9 | 3.5 | -0.2 | -4.1 | 1.3
CC(=O)c1c(C)[nH]c(C(=O)NC2CCCCC2)c1C | -3.5 | -1.3 | -0.6 | 1.7 | -2.7 | 17.3 | -0.1 | 4.2 | -8.0
Cc1ccc(C)n1-c1nnc(N2CCC(C(=O)NCCCN3CC(C)CC(C)C3)CC2)s1 (centres undefined) | -1.5 | -0.3 | -3.8 | 0.4 | -1.5 | 14.1 | -0.1 | -16.7 | -7.3
Cc1ccc(S(=O)(=O)NCc2nc3nc(C)cc(C)n3n2)c(C)c1 | 0.1 | -3.9 | -9.0 | 0.2 | 1.5 | 4.3 | -0.1 | 5.2 | -7.1
COc1ccc(-c2nn(C)c(=O)c3ccccc23)cc1CNC(=O)C1CCCCC1 | 4.8 | 1.1 | 8.8 | -0.1 | -4.6 | -0.5 | 0.4 | -1.6 | 2.9
O=C(c1csc2ccccc12)N1CCN(c2ccccn2)CC1 | -0.2 | -1.6 | -8.2 | 2.6 | -0.9 | 2.9 | 0.1 | 5.1 | 6.0
CCC(=O)N(CCC(Cc1ccccc1)c1ccc2c(c1)OCO2)Cc1ccccc1F (centres undefined) | 0.2 | -5.3 | -0.5 | 0.1 | 8.0 | -6.3 | 0.0 | 11.6 | 8.2
CCCCn1c(SCC(=O)NCC2CCCO2)nc2ccc(N3CCOCC3)cc2c1=O (centres undefined) | 7.0 | -1.9 | -2.5 | -0.4 | -15.3 | 15.9 | -0.1 | -10.4 | 9.9
COCCn1c(C)cc(C(=O)COC(=O)CCN2C(=O)c3ccccc3C2=O)c1C | -2.3 | -0.6 | 0.1 | -2.1 | -6.5 | 4.4 | 0.5 | -19.9 | 3.0
CC(Oc1ccccc1)c1nnc(SCC(=O)NC2CC2)n1C (centres undefined) | -0.3 | 3.5 | -1.3 | 1.8 | -0.8 | 0.8 | 0.0 | 0.1 | 2.0
CCCCCCCC(=O)Nc1ccc(C(=O)N/N=C/c2cccc([N+](=O)[O-])c2)cc1 | 0.1 | -7.1 | -8.2 | 2.1 | 2.6 | 10.7 | 0.0 | -22.7 | 24.4
CCCCOc1ccc(-n2nc(C)cc2C)nn1 | -1.3 | -0.6 | -4.5 | 2.8 | 1.9 | 13.2 | 0.1 | -4.0 | -10.1
c1ccc(CSc2nnc(-c3sccc3-n3cccc3)o2)cc1 | -1.6 | -2.0 | -14.5 | 3.4 | 5.7 | 1.7 | 0.0 | 1.6 | -14.1
COc1cc2c(=O)n(-c3ccc(C)cc3)c(=O)n(CC(=O)c3ccc4c(c3)OCO4)c2cc1OC | 0.5 | -0.7 | 5.6 | 0.6 | 1.2 | -5.8 | 0.1 | 1.8 | 16.6
O=C1CCCC2=C1C(c1cccs1)n1nc(SCc3ccc(C(=O)O)cc3)nc1N2 (centres undefined) | 3.0 | -4.1 | 5.6 | 1.1 | -1.6 | -7.8 | -0.2 | 6.9 | 1.6

A different layout for part of the listing above:
Under each structure: CTSL1 counter, TPT1 inhibitor, ZTA counter, PP5 inh, PP1 counter, PREPL inh, Efflux pump mplx, EBNA-1 inh, HCV core dimer
> CC(Oc1ccccc1)c1nnc(SCC(=O)NC2CC2)n1C (centres undefined)
→ -0.3, 3.5, -1.3, 1.8, -0.8, 0.8, 0.0, 0.1, 2.0
> CCCCCCCC(=O)Nc1ccc(C(=O)N/N=C/c2cccc([N+](=O)[O-])c2)cc1
→ 0.1, -7.1, -8.2, 2.1, 2.6, 10.7, 0.0, -22.7, 24.4

No new results follow: 7 of the compounds above.
Compound | CTSL1 counter | TPT1 inhibitor | ZTA counter | PP5 inh | PP1 counter | PREPL inh | Efflux pump mplx | EBNA-1 inh | HCV core dimer
COCCn1c(C)cc(C(=O)COC(=O)CCN2C(=O)c3ccccc3C2=O)c1C | -2.3 | -0.6 | 0.1 | -2.1 | -6.5 | 4.4 | 0.5 | -19.9 | 3.0
CC(Oc1ccccc1)c1nnc(SCC(=O)NC2CC2)n1C (centres undefined) | -0.3 | 3.5 | -1.3 | 1.8 | -0.8 | 0.8 | 0.0 | 0.1 | 2.0
CCCCCCCC(=O)Nc1ccc(C(=O)N/N=C/c2cccc([N+](=O)[O-])c2)cc1 | 0.1 | -7.1 | -8.2 | 2.1 | 2.6 | 10.7 | 0.0 | -22.7 | 24.4
CCCCOc1ccc(-n2nc(C)cc2C)nn1 | -1.3 | -0.6 | -4.5 | 2.8 | 1.9 | 13.2 | 0.1 | -4.0 | -10.1
c1ccc(CSc2nnc(-c3sccc3-n3cccc3)o2)cc1 | -1.6 | -2.0 | -14.5 | 3.4 | 5.7 | 1.7 | 0.0 | 1.6 | -14.1
COc1cc2c(=O)n(-c3ccc(C)cc3)c(=O)n(CC(=O)c3ccc4c(c3)OCO4)c2cc1OC | 0.5 | -0.7 | 5.6 | 0.6 | 1.2 | -5.8 | 0.1 | 1.8 | 16.6
O=C1CCCC2=C1C(c1cccs1)n1nc(SCc3ccc(C(=O)O)cc3)nc1N2 (centres undefined) | 3.0 | -4.1 | 5.6 | 1.1 | -1.6 | -7.8 | -0.2 | 6.9 | 1.6
